XiGFP reactiv: activators of inactive X chromosome reactivation, primary screen, imaging, XiGFP fibroblasts, GFP high-content imaging, set 2; 0.055% of 360,000 active; XiGFP mouse fibroblasts, % GFP-positive cells imaging, 3 d; cells co-treated with 5-aza-dC sensitizer; scaled so ellipticine positive control = 100%; activation, % at 7.58 µM;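 active means mean normalized replicate activation at least 10% and every replicate at or above 10%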;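 further: 0% = median of on-plate neutral control wells and 100% = ellipticine 6 µM median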
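Assay system – SV40-immortalized XiGFP fibroblast cells, line 68-5-11 · Buffer or medium – DMEM supplemented with 5-aza-dC as sensitizing agent · Dosing – one concentration, pinned · Benchmarks – positive control ellipticine, 6 µM final · Times – 3 days compound exposure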
ERAP1 inh: human ERAP1 aminopeptidase inhibitors, primary screen, biochemical, single point, plate reader; Endoplasmic reticulum aminopeptidase 1 (Homo sapiens), Q9NZ08; recombinant ERAP1, Leu-AMC fluorescence, 60 min; inhibition, % at 10.7 µM; 0.15% of 340,000 active; AID 652197, 2013;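 active means mean replicate inhibition of at least 30%, or all replicates individually reaching that 30% level; inactive means mean below 30% and not every replicate reaching it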;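 further: 0% = neutral control wells and 100% = L-leucinethiol positive control wells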
RAD52 inh: RAD52 DNA annealing inhibitors, primary screen, biochemical, FRET, single point, set 2; recombinant RAD52 DNA annealing, FRET fluorescence; inhibition, % at 18.7 µM; 0.46% of 360,000 active; AID 651710, 2012;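 active means every replicate showing at least 50% inhibition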
S100A4 inh HTS: inhibitors of S100A4-myosin IIA peptide binding, primary screen, biochemical, fluorescence polarization, TAMRA-MyoIIA peptide; inhibition, % at 10.7 µM; 0.14% of 360,000 active; AID 652163, 2013;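 active means mean inhibition of at least 70% across replicates, with every replicate also reaching that level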
Target sequence (P26447 whole entry, looked up): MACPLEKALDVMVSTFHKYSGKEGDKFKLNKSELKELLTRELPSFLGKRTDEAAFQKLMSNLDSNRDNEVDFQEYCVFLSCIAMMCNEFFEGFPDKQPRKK
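Compound dosing: one dose per compound; test system: human S100A4 monomer with TAMRA-labelled myosin IIA peptide; probe or stimulus: TAMRA-labelled myosin IIA heavy-chain peptide probe, 5 nM; medium: HEPES buffer with Ca2+, pH 7.2; schedule: 5 min incubation before reading; benchmarks: neutral control DMSO, positive control TFP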
E-sel inducer: E-selectin induction in HUVECs, primary screen, imaging, HUVEC, immunofluorescence imaging, single point; activation, % at 7.58 µM; P16581; AID 686992, 2013; normalized: neutral wells 0, TNF-alpha wells 100; 0.37% of 260,000 active;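 active means mean E-selectin-positive cell signal at least 10% of the positive control, reached in at least 60% of replicates, without over 20% cell loss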;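 further: in these data hits start at about 27%; measured in HUVEC primary endothelial cells; signal is the percent of cells scored E-selectin positive by PE staining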
Target sequence (P16581 whole entry, looked up): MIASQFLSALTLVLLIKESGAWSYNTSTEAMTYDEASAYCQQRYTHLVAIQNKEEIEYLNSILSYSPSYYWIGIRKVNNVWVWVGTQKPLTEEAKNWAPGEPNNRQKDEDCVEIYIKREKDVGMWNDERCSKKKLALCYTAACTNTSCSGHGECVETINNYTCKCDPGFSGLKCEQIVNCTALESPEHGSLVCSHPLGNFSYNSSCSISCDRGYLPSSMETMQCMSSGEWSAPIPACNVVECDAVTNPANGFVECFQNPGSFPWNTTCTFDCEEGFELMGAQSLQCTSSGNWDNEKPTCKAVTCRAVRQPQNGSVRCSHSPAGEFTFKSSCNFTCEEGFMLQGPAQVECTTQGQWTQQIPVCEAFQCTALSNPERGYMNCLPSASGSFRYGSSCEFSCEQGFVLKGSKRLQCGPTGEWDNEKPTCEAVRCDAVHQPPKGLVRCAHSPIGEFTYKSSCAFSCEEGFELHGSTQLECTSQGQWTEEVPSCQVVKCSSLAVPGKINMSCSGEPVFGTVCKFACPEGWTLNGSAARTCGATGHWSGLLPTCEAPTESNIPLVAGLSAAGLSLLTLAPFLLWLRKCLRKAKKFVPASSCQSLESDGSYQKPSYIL
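Assay system: HUVEC primary endothelial cells. Input: 3,000 HUVEC seeded per well. Doses: one compound dose added by pin transfer. Read-out basis: % PE-positive cells. Benchmarks: TNF-alpha high, DMSO low. Detection: immunofluorescence imaging. Buffer or medium: EGM-2, gelatin.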
ERp5 inh: inhibitors of ERp5-driven insulin aggregation, primary screen, biochemical, turbidity, absorbance 650 nm, single point; 90 min; inhibition, % at 9.99 µM; 0.05% of 350,000 active; AID 651711, 2012;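 active means mean replicate inhibition above about 25%, with every replicate also reaching it, limit read from the data, passing the limit was not always enough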
esBAF inh: Bmi1 luciferase reporter increase in mESCs, primary screen, esBAF inhibitor project, mouse ES cells, Bmi1 luciferase knock-in, single point; 2% of 350,000 active; reporter increase, % at 12.5 µM; 24 h; 100% = twice the neutral-well signal; in the data active means activation above about 40%;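 further: 0% = median of the plate's neutral control wells and 100% = double that signal; a rise in the Bmi1 reporter signal indicates esBAF inhibition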
RAD54 branch: inhibitors of human RAD54 branch migration, primary screen, biochemical, fluorescence, single point; DNA repair and recombination protein RAD54-like (Homo sapiens), Q92698; AID 602329, 2012; RAD54 Holliday junction branch migration, FAM/BHQ fluorescence; 0.14% of 360,000 active; inhibition, % at 10.4 µM;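 active means mean normalized replicate activity at least 40 and at least half of replicates scoring 40 or more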;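 further: 0% = median of neutral control wells and 100% = median of positive control wells; inhibitors cause a drop in the FAM fluorescence signal; in these data hits start at about 50%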
* hit, by the source's call; . = no result given.

SMILES	XiGFP reactiv	ERAP1 inh	RAD52 inh	S100A4 inh HTS	E-sel inducer	ERp5 inh	esBAF inh	RAD54 branch
O=C(Cc1cccc(NC(=O)C2CCCN(C(=O)C3CCC3)C2)c1)Nc1cccc(C(=O)N2CCOCC2)c1 (configuration not stated)	0.0	.	-5	-9	-6.8	-3	-1	7
C=CCn1c(SCC(=O)N(C)C2CCS(=O)(=O)C2)nc2ccccc2c1=O (configuration not stated)	0.4	-5	-23	-11	0.3	-5	.	.
COc1ccc(CC(=O)Nc2c(C(N)=O)oc3ccccc23)cc1	-0.1	0	-11	-1	.	-3	-2	2
Cc1cc2ccccn2c1C(=O)c1ccc(F)cc1	0.4	-1	-7	-6	21	0	2	-5
O=C1c2ccccc2C(c2nnnn2-c2ccc3c(c2)OCCO3)N1Cc1ccccc1 (configuration not stated)	0.0	.	-4	-3	0.3	6	.	.
COCCC(=O)N1CCC(Oc2ccc(C(=O)N3CCC(N(C)C)C3)cc2)CC1 (configuration not stated)	0.1	-4	-5	-17	.	4	-2	-10
COc1ccc(NC(=O)N(C)C[C@@H]2Oc3ccc(NC(=O)NC(C)C)cc3C(=O)N([C@@H](C)CO)C[C@@H]2C)cc1	0.2	-1	-7	-5	0.3	1	-8	8
CCn1c(C)nc2cc(C(=O)N/N=C/c3ccc(N4CCOCC4)cc3)ccc21	0.1	3	-53	-8	.	2	.	.
Cc1c(Br)ccc(NC(=O)Cn2nc(-c3cccs3)ccc2=O)c1C	0.2	-3	-4	-1	.	2	-1	12
O=C(N[C@@H]1CC[C@@H](CCNC(=O)c2cnccn2)O[C@@H]1CO)c1ccc2c(c1)OCO2	0.7	1	3	4	0.1	0	-1	4
O=C(/C=C/c1ccco1)Nc1cccnc1	0.2	0	-17	6	4.7	0	.	.
Cc1nnc(SC(C)C)n(N)c1=O	0.0	-1	5	0	-0.7	-4	-12	-4
Cc1ccc(S(=O)(=O)NCc2ccccc2)cc1C(=O)NC1CCC(C)CC1 (configuration not stated)	0.0	1	-7	-2	-0.3	1	74*	-7
COc1ccccc1-c1nc(-c2ccc(Br)o2)no1	0.0	0	-36	-9	0.2	-4	6	3
CCN(CC)Cc1ccccc1CNC(=O)c1cccc(S(=O)(=O)Nc2ccc3c(c2)OCO3)c1	0.0	-22	-2	-11	-0.6	-7	3	-7
CCCCS(=O)c1c(O)c2ccccc2[nH]c1=O (configuration not stated)	0.1	1	-2	-8	.	-1	.	.
Cc1noc(C)c1NC(=O)Nc1ccc2c(c1)CC(=O)N([C@@H](C)CO)C[C@@H](C)[C@@H](CN(C)Cc1ccc(-c3ccccc3)cc1)O2	-1.0	0	7	8	1.3	-1	3	.
COCC(=O)N1CC[C@@H]2[C@@H](CO)Nc3ccc(-c4ccc(C(=O)N(C)C)cc4)cc3[C@@H]21	0.0	1	-19	-7	0.1	11	3	4
CCCCC1C2C(=O)N(c3ccccc3)C(=O)C2ON1c1ccccc1 (configuration not stated)	-0.1	3	-11	-1	-0.2	-3	0	-5
CCN1C(=O)[C@H]2[C@H]3CN=C(SCc4ccc(C#N)cc4)N3[C@@](Cc3ccccc3)(C(=O)OC)[C@H]2C1=O	0.0	9	10	-2	2.6	-4	-1	-12
COc1ccc(CCC(=O)Nc2ccc(Cl)c(S(=O)(=O)N3CCOCC3)c2)cc1OC	0.4	-2	-7	-1	-0.4	6	8	-6
C[C@H]1CCCCO[C@@H](CN(C)Cc2ccncc2)[C@@H](C)CN([C@@H](C)CO)C(=O)c2cc(NS(=O)(=O)c3ccc(Cl)cc3)ccc2O1	0.1	3	-11	-8	-0.1	1	-4	0
CC(Sc1nc2sccc2c(=O)n1-c1ccccc1)C(N)=O (configuration not stated)	0.1	-2	-20	1	.	0	-3	.
C[C@H](CO)N1C[C@H](C)[C@@H](CN(C)S(=O)(=O)c2ccc(F)cc2)Oc2c(NC(=O)C3CCOCC3)cccc2C1=O	0.0	.	.	6	0.3	.	-4	.
CC(C)C1C(=O)N(Cc2cn(CCC3OCCCO3)nn2)CCS(=O)(=O)N1Cc1ccc(-c2cccc(N(C)C)c2)cc1 (configuration not stated)	-0.1	16	-2	-2	-0.1	-2	-4	2
CN(C)c1nnnn1-c1ccc(Cl)cc1Cl	0.1	1	-12	-2	.	-1	.	.
COC(=O)c1c(C)cc(O)cc1O	.	-3	-7	-16	.	7	-3	-2
Nc1[nH]c(C(=O)c2ccccc2)c(-c2ccc3ccccc3c2)c1C(=O)NCc1ccc(F)cc1	0.1	-2	-2	-20	0.0	-2	.	.
CC1(C(=O)NS(=O)(=O)c2cccs2)CCN1C(=O)CC1CC1 (configuration not stated)	-0.1	1	-5	-4	0.0	7	-6	9
O=C(NCC1CCCO1)c1cccnc1NCc1ccc(F)cc1 (configuration not stated)	0.0	-5	-9	-12	-0.6	4	3	-5
Cc1ccc(-n2nc3c(c2NC(=O)c2cccs2)CS(=O)(=O)C3)c(C)c1	0.0	4	-17	-2	.	3	-7	7
CO[C@H]1CN(C)C(=O)c2cc(NS(=O)(=O)c3cccc(F)c3)ccc2OC[C@@H](C)NC[C@@H]1C	0.4	.	10	1	0.2	5	-12	2
O=C1Nc2ccccc2/C1=N\N1CCOCC1	0.0	.	-11	-5	.	-5	.	0
CCn1c(SCc2ccccc2Cl)nc2nc3c(cc2c1=O)CCCC3	0.2	0	-9	-4	5.5	1	-14	7
O=c1[nH]nc(-c2ccc(OCc3ccc(Cl)cc3Cl)cc2)o1	0.0	2	-5	4	.	2	6	3
Cc1ccc(CSCC(=O)Nc2ccc(F)cc2)cc1	0.6	-5	-3	-3	-0.4	5	.	4
CCCN(C(=O)c1ccc2c(SCC(=O)O)c3c(nc2c1)CCC3)c1cccc(C)c1	0.2	0	-32	28	.	-1	-1	12
Cc1ccc(-c2cnc3c(c2)C(=O)N([C@@H](C)CO)C[C@H](C)[C@@H](CN(C)S(C)(=O)=O)O3)cc1	-0.2	-2	-8	-1	0.3	-2	-2	0
COc1ccc(-c2ccccc2[C@@H]2[C@@H](C#N)N(C(=O)C3CCCCC3)[C@H]2CO)cc1	0.1	1	-3	1	-0.1	-4	.	.
O=C(NC(CC(=O)N1CCCC(C(F)(F)F)C1)c1ccccc1)c1ccccc1Cl (configuration not stated)	-0.1	-1	-11	-2	.	-3	-8	-1
O=c1onc(-c2ccccc2)c2ccccc12	0.2	.	1	3	0.0	6	.	8
O=C1CCC/C(=N\NC(=O)c2ccc(CSc3cccc4cccnc34)cc2)C1	-0.1	2	-2	-5	.	3	.	.
COc1ccccc1/C=C(/C(=O)OCC(=O)Nc1cc(C)ccc1C)c1ccccc1	0.1	1	-23	0	.	-4	.	10
C=CCc1ccccc1OCCOc1ccc([N+](=O)[O-])cc1/C=N/NC(N)=O	0.0	-3	-7	0	0.0	3	.	.
C[C@H](CO)N1C[C@H](C)[C@H](CN(C)Cc2ccc(C(=O)O)cc2)Oc2ccc(NC(=O)Nc3ccccc3)cc2C1=O	-0.1	0	3	-2	0.2	3	-1	7
COc1ccc(CNC(=O)c2sc(=O)n(Cc3ccc(-c4ccccc4)cc3)c2C)cc1OC	0.0	-1	-9	-3	.	17	-13	-6
Cc1ccc(C(C[N+](=O)[O-])c2c(N)n(C)c(=O)n(C)c2=O)cc1 (configuration not stated)	0.0	.	-13	-1	-0.2	0	.	.
Cc1c(Br)c(C(F)(F)F)nn1CC(=O)NCCCn1ccnc1	0.0	1	-14	0	.	1	.	.
CN(CC(=O)NCc1ccco1)S(=O)(=O)c1ccc2c(c1)c(=O)n(C)c(=O)n2C	0.1	.	0	-1	-0.3	-5	-7	-2
CC(C)NC(=O)Nc1ccc2c(c1)C(=O)N([C@H](C)CO)C[C@H](C)[C@@H](CN(C)C(=O)C1CCCCC1)OCCCC[C@H](C)O2	0.1	0	-13	-11	-0.2	9	-2	-2
(list continues)
SMILES	XiGFP reactiv	ERAP1 inh	RAD52 inh	S100A4 inh HTS	E-sel inducer	ERp5 inh	esBAF inh	RAD54 branch
COc1cc(C(=O)N(C)C2CCCCC2)cc(OC)c1OC	0.4	-2	1	2	-0.4	-1	-1	11
O=C(NCC[C@@H]1CC[C@@H](NS(=O)(=O)c2ccccc2)[C@H](CO)O1)c1cc(Cl)cc(Cl)c1	-0.1	-1	8	12	-0.2	0	-6	-2
COc1ccccc1N1CCN(CC(=O)Nc2sccc2C#N)CC1	0.2	-1	-13	1	-0.5	0	.	.
S=c1[nH]nc(-c2ccccn2)n1/N=C/c1cccc(Cl)c1	0.2	5	-13	-8	-0.1	-5	.	.
Cc1cccnc1NC(=O)c1ccc(S(=O)(=O)N2CCC(C)CC2)cc1	-0.1	0	-3	-4	.	-9	.	-5

Outcome played no part in choosing rows; 2.5% or so of the library scored in one or more.
